Assay outcomes (PubChem)
Vif-APOBEC3G blk = blocks the Vif interaction with human APOBEC3G; Q9HC16; HeLa A3G-eYFP + Vif (tagged APOBEC3G with the HIV-1 protein that degrades it), YFP fluorescence, overnight; Potency, µM (series often up to 46.1 µM), for the others: at the top dose activity, negative = active, hits mostly inhibitors; 410,000 compounds, 0.076% hits;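 also: potency is read from the fitted curve at half-maximal effect; % is scaled to controls: 0 for no effect and ±100 for the full control effect; nearly all actives have a fitted effect of over 60% in size; hits raise eYFP signal because A3G escapes Vif-driven loss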
Target sequence (Q9HC16 whole entry, looked up): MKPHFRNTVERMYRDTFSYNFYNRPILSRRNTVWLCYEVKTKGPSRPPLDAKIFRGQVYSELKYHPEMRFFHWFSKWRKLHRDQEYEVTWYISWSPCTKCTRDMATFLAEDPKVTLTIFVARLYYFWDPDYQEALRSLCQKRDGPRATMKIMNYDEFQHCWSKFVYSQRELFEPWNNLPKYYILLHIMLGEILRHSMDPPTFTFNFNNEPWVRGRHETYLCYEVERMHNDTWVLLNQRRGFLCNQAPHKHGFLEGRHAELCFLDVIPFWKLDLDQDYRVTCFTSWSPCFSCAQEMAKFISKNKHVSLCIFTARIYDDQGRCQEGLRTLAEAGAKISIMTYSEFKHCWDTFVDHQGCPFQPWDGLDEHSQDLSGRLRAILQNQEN
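Read-out is eYFP fluorescence (Ex 488/Em 500-530) from Vif-expressing HeLa A3G-eYFP cells; more signal means A3G escaped Vif-mediated degradation. Cells plated overnight, compound pinned in, incubated overnight at 37 deg C.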
ALOX12 inh = blocks human arachidonate 12S-lipoxygenase. purified 12hLO, xylenol orange hydroperoxide absorbance. Potency, µM (titrated, usually from 108 µM), without a hit: top-dose activity change, negative = inhibition, hits mostly inhibitors. 580,000 compounds, 1.1% hits. AID 1671190; also: potency is read from the fitted curve at half-maximal effect; % is scaled to controls: 0 for no effect and ±100 for the full control effect
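Hydroperoxide product was detected by ferrous iron/xylenol orange as the 573 to 405 nm absorbance ratio. Arachidonic acid at 40 uM (final) was turned over for 30 min at room temperature by 150 nM human 12hLO, pH 7.0 Hepes buffer, after 15 min compound preincubation.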
D2 antag = antagonists of human D2 dopamine receptor; HEK293 TREx D2 cells, calcium flux, dopamine EC80; 340,000 compounds, 2% hits; inhibition, % at 10 µM; AID 485344; P14416; in the data active = inhibition above about 30%; also: 0% is about no effect
Target sequence (P14416 whole entry, looked up): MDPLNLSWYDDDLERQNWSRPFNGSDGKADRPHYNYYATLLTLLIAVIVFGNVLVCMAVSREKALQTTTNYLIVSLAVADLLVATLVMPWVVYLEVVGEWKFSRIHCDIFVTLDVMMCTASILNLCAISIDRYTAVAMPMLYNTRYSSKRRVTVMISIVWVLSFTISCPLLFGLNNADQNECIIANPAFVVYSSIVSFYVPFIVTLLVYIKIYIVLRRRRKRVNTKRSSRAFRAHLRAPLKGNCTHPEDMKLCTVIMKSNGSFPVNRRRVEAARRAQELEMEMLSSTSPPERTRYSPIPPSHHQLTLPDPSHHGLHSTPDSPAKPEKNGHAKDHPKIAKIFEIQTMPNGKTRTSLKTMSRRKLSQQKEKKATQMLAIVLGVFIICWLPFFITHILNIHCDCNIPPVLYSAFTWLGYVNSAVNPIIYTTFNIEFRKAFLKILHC
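Inhibition of EC80 dopamine-driven calcium flux, recorded kinetically, defines activity here; cells are a tetracycline-induced HEK293 T-REx line expressing force-coupled D2.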
D2 ag = activates the human D2 dopamine receptor | P14416 | HEK293 T-REx D2 cells, calcium flux agonist mode | activation, % at 2 µM | 340,000 compounds, 0.53% hits;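 active = activation over 3 SD above normal in the single-dose calcium agonist read, cut at about 30% in these data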; also: 0% is about no effect
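Tetracycline-induced HEK293 Trex cells with D2 receptor force-coupled to calcium signaling, plated overnight at 30 C and loaded with no-wash calcium dye. Calcium flux read kinetically for 180 s after compound addition; responses flag agonists.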
Glioma ERSR ind = induces the endoplasmic reticulum stress response in human glioma cells. U87-MG GRP78 promoter luciferase reporter, 16 h. Potency, µM, for the others: at the top dose activation, usual class: activators. 420,000 compounds, 0.02% hits. AID 602332; also: potency is read from the fitted curve at half-maximal effect; series mostly up to about 76 µM; % of control where 0% means no effect; nearly all actives have a fitted effect of over 35% in size
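Stably transfected U87-MG human glioma cells carrying a GRP78-based luminescent sensor were seeded at 1000 cells/well, pin-dosed with compounds and incubated 16 h. Luciferase reagent was then added, and end-point luminescence was read after 10 min at room temperature.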
ERG-DNA inh = ERG Ets/DNA interaction inhibition. P11308. fluorescence polarization, His-ERG Ets domain / labelled DNA. Potency, µM (series often up to 76.9 µM), for inactives: at the highest dose FP activity, negative = inhibition, actives largely listed as inhibitors. 370,000 compounds, 0.028% hits; active = well fitted inhibition curve with a large enough effect in the polarisation, with a control signal flat; inconclusive = small, poorly fitted or top-dose-only effect, or effect the other way, or a change in a side signal; inactive = no such curve, though single readings can be large or run the other way; the % refers to the polarisation;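 also: polarization taken with two DNA probes labelled with fluorescein and Texas red; potency is read from the fitted curve at half-maximal effect; % of control where 0% means no effect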
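His-tagged ERG Ets domain (1 uM in the protein solution; 300mM KCl, 50mM Tris-HCl, 1mM EDTA, 1mM DTT, pH 7.5) received compound, then a probe mix of 5 nM fluorescein-DNA and 100nM Texas-615-DNA. Fluorescence polarization was read for both dyes.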
LDHA inh = LDHA (human) enzyme inhibition | P00338 | purified LDHA, NADH/diaphorase-resazurin fluorescence; stronger effect = lower value | activity change, % (values are at about 110 or 230 µM) | 480,000 compounds, 0.15% hits | AID 1347041; in the data active = activity change below about -30%; inconclusive = mostly about -25% to -30%;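 also: plate controls were DMSO wells for no effect and wells without enzyme for full effect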
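Resorufin fluorescence (ex540/em590), read at 0 and 20 min after diaphorase/resazurin addition, reports the NADH left after a 5 min room-temperature reaction of 2 nM human LDH5 with 0.06 mM NADH and 0.2 mM pyruvate.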
RGS4 inh = human RGS4 inhibition. P49798. Transcreener GDP fluorescence polarization, RGS4-accelerated GTP hydrolysis. Potency, µM (series often up to 114 µM), for the others: at the top dose activity change, negative = inhibition, usual class: inhibitors. 390,000 compounds, 0.039% hits; also: potency is read from the fitted curve at half-maximal effect; % is scaled to controls: 0 for no effect and ±100 for the full control effect; nearly all actives have a fitted effect of over 75% in size; some results filed as inactive show a strong effect at the top dose
Target sequence (P49798 whole entry, looked up): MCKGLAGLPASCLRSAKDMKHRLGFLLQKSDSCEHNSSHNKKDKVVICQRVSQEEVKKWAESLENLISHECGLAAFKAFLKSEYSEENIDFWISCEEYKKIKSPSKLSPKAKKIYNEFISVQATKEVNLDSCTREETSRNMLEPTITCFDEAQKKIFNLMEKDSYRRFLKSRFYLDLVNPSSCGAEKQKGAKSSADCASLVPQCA
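MLSMR compounds (23 nl, pin-transferred) preincubated 10 min at room temperature with a 500nM (2x) first reagent, then RGS4 at 900nM (2x) plus Transcreener GDP mix added; fluorescence polarization (620/688 nm) read before and after 90 min at 30 °C.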
Vif-A3F inh = blocks the Vif interaction with APOBEC3F; HeLa A3F-eYFP + Vif (tagged APOBEC3F with the HIV-1 protein that degrades it), YFP fluorescence increase; Potency, µM (highest dose often 46.1 µM), without a hit: at the top dose activity, negative = active; 390,000 compounds, 0.2% hits; AID 602313; also: potency is read from the fitted curve at half-maximal effect; % of control where 0% means no effect; nearly all actives have a fitted effect of over 65% in size
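HeLa cells stably expressing A3F-eYFP plus Vif, plated and incubated overnight at 37 deg C, then exposed to compounds overnight at 37 deg C. Blocked degradation read as raised yellow fluorescence (Ex 488/Em 500-530).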
The depositor's hits bear a star; & = joins results of further samples; ! = repeats disagree; [ ] = dose if it differs, or a comment. Unless noted, calls follow the shape of the dose curve; as a rule, active = well fitted curve in the direction sought with a large enough effect; inconclusive = small, poorly fitted or top-dose-only effect, or another doubt; inactive = no such curve, though single readings can be large; an effect the other way counts as inactive or inconclusive. A portion of the library. The share of hits here may be higher or lower than overall.

Screening CCCCn1c(SCC(=O)N2CCCC2=O)nc2cc(S(N)(=O)=O)ccc21 returned Vif-APOBEC3G blk 0%, ALOX12 inh 13%, D2 antag -15, D2 ag -0.4, Glioma ERSR ind 0%, ERG-DNA inh 2%, LDHA inh -3, RGS4 inh -3% and Vif-A3F inh -1%.
`CC(C)CCn1c(N2CCC(C(N)=O)CC2)nc2c1c(=O)[nH]c(=O)n2C` gave Vif-APOBEC3G blk 0%, ALOX12 inh inconclusive, D2 antag -7, D2 ag -0.1, Glioma ERSR ind -7%, ERG-DNA inh 1%, LDHA inh -2, RGS4 inh -27% and Vif-A3F inh 5%.
Screening O=S(=O)(NC1CCCCC1N1CCN(c2ccccc2F)CC1)c1ccc(Cl)cc1 (stereo not drawn) returned Vif-APOBEC3G blk 2%, ALOX12 inh 18%, D2 antag 13, D2 ag 0.5, Glioma ERSR ind -6%, ERG-DNA inh 12%, LDHA inh -1, RGS4 inh -52% and Vif-A3F inh 4%.
CCOC(=O)C1CCCN(CCCc2ccccc2)C1 (stereo not drawn) was read as Vif-APOBEC3G blk 0%&0%, ALOX12 inh -12%&15%, D2 antag 70*!, D2 ag 1.2&0.0, Glioma ERSR ind -2%&1%, ERG-DNA inh -2%&-4%, LDHA inh -7&5, RGS4 inh 3%&-23% and Vif-A3F inh -7%&-2%.
Screening CCOC(=O)c1cc(NC(=O)C2CCCO2)cc(C(=O)OCC)c1 (stereo not drawn) returned Vif-APOBEC3G blk -6%, ALOX12 inh 19%, D2 antag 5, D2 ag 0.1, Glioma ERSR ind -3%, ERG-DNA inh -5%, LDHA inh -11, RGS4 inh 13% and Vif-A3F inh 2%.
Screening Cc1c(CN(C)C(=O)c2sc3cc(Cl)ccc3c2Cl)cnn1C returned Vif-APOBEC3G blk 0%, ALOX12 inh 0%, D2 antag 3, D2 ag 0.2, Glioma ERSR ind -3%, ERG-DNA inh -2%, LDHA inh -2 and RGS4 inh -14%.
`O=[N+]([O-])c1ccc(N/N=C/c2c[nH]c3ccccc23)cc1` gave Vif-APOBEC3G blk 7.9µM*, ALOX12 inh inconclusive, D2 antag -6, D2 ag 18, Glioma ERSR ind 6%, ERG-DNA inh -1%, LDHA inh -2, RGS4 inh -18% and Vif-A3F inh 13µM*.
`Cc1cccc(N(C(=O)c2csnn2)C(C(=O)NC2CCCCC2)c2ccccn2)c1C` (stereo not drawn) gave Vif-APOBEC3G blk 0%, ALOX12 inh -9%, Glioma ERSR ind -2%, ERG-DNA inh inconclusive, LDHA inh 0, RGS4 inh -11% and Vif-A3F inh -3%.
For COC(=O)COc1ccc(-c2nccc(-c3ccc(Br)cc3)n2)cc1 the results were Vif-APOBEC3G blk -9%, ALOX12 inh 6%, D2 antag -9, D2 ag 1.6, Glioma ERSR ind -3%, ERG-DNA inh 4%, LDHA inh -4, RGS4 inh -50%[56.9 µM] and Vif-A3F inh -15%.
For COc1ccccc1CNC(=O)c1ccc2ccccc2n1 the results were Vif-APOBEC3G blk -4%, ALOX12 inh -13%, D2 antag -14, D2 ag -4.8, Glioma ERSR ind 5%, ERG-DNA inh 1%, LDHA inh -5, RGS4 inh -23% and Vif-A3F inh 3%.
CCOc1ccccc1Nc1nc2ccc(C)cc2n2cnnc12 was read as Vif-APOBEC3G blk 2%, ALOX12 inh 8%, Glioma ERSR ind -4%, ERG-DNA inh -6%, LDHA inh 0, RGS4 inh -36% and Vif-A3F inh -4%.
O=C(CCc1nc2ccccc2c(=O)[nH]1)NNC(=O)COc1ccccc1Cl was read as Vif-APOBEC3G blk -9%, ALOX12 inh 17%, D2 antag -36, D2 ag 0.4, Glioma ERSR ind -4%, ERG-DNA inh 3%, LDHA inh -11, RGS4 inh -3% and Vif-A3F inh 16%.
CN1C(=O)/C(=C2/C=CC=CN2C)OC1=S was read as Vif-APOBEC3G blk -6%, ALOX12 inh -27%, D2 antag 2, D2 ag 0.2, Glioma ERSR ind -3%, ERG-DNA inh 5%, LDHA inh 2, RGS4 inh -1% and Vif-A3F inh 3%.
For COc1cc2c(cc1OC)C(C)N(C(=O)c1cc(Cl)nc(Cl)c1)CC2 (stereo not drawn) the results were Vif-APOBEC3G blk inconclusive, ALOX12 inh 0%, D2 antag -5, D2 ag -0.3, Glioma ERSR ind 0%, ERG-DNA inh -2%, LDHA inh -1, RGS4 inh 10% and Vif-A3F inh 0%.
`Cc1ccc(S(=O)(=O)N2C[C@H]3C(=O)C[C@@H](c4cccc5ccccc45)N(S(=O)(=O)c4ccc(C)cc4)[C@H]3C[C@H]2c2ccc(Cl)cc2)cc1` gave Vif-APOBEC3G blk 0%, ALOX12 inh -5%, Glioma ERSR ind -7%, LDHA inh -4 and Vif-A3F inh -10%.
For O=C1CCCN1C(=O)CCC(=O)N1CCCC1=O the results were Vif-APOBEC3G blk 1%, ALOX12 inh 19%, D2 antag -12, D2 ag 1.2, Glioma ERSR ind -5%, ERG-DNA inh 0%, LDHA inh -7, RGS4 inh -9%[11.4 µM] and Vif-A3F inh 3%.
`Cc1cccc[n+]1CC(=O)c1ccccc1` gave Vif-APOBEC3G blk 1%, ALOX12 inh 20%, D2 antag 6, D2 ag -1.0, Glioma ERSR ind -1%, ERG-DNA inh -9%, LDHA inh -2, RGS4 inh 3% and Vif-A3F inh 9%.
Screening Cc1cccc(C(=O)NNC(=O)CSc2nnc(C3CC3)n2C)c1 returned Vif-APOBEC3G blk 0%, ALOX12 inh -16%, D2 antag -22, D2 ag -0.5, Glioma ERSR ind -2%, ERG-DNA inh 3%, LDHA inh -6, RGS4 inh 13% and Vif-A3F inh -5%.
`COc1ccc(NC(=O)CN2CCOCC2)cc1` gave Vif-APOBEC3G blk -1%, ALOX12 inh inconclusive, D2 antag 22, D2 ag 0.5, Glioma ERSR ind 8%, ERG-DNA inh 13%, LDHA inh -23, RGS4 inh 13%[56.9 µM] and Vif-A3F inh 3%.
For Cn1ncc2c(NCc3ccccc3)ncnc21 the results were Vif-APOBEC3G blk 2%, ALOX12 inh 15%, D2 antag 4&-9, D2 ag -0.8&0.1, Glioma ERSR ind -2%, LDHA inh 0, RGS4 inh -6% and Vif-A3F inh 5%.
For COc1ccc(NC(=O)Cc2ccc(-c3ccccc3)cc2)cn1 the results were Vif-APOBEC3G blk inconclusive, ALOX12 inh -4%, D2 antag -7, D2 ag -0.9, Glioma ERSR ind -7%, ERG-DNA inh 2%, LDHA inh -8, RGS4 inh -33% and Vif-A3F inh -16%.
`Cc1ccc(-c2nc(CS(=O)CC(=O)NC(C)CCc3ccccc3)c(C)o2)cc1` (stereo not drawn) gave Vif-APOBEC3G blk 0%, ALOX12 inh -29%, D2 antag 1, D2 ag 0.2, Glioma ERSR ind 3%, ERG-DNA inh -6%, LDHA inh -6, RGS4 inh -4% and Vif-A3F inh 4%.
CCOC(=O)c1cnc2ccc(OC)cc2c1Nc1ccc(OCc2ccccc2Cl)cc1 was read as Vif-APOBEC3G blk 3%, ALOX12 inh -30%, D2 ag -2.7, Glioma ERSR ind -6%, ERG-DNA inh -5%, LDHA inh 3, RGS4 inh 0% and Vif-A3F inh -3%.
Screening CCc1ccc(/C=C/C(=O)c2ccc(S(=O)(=O)N(C)C)cc2)cc1 returned Vif-APOBEC3G blk -7%, ALOX12 inh -1%, D2 antag -7, D2 ag -2.1, Glioma ERSR ind -4%, LDHA inh -6, RGS4 inh -16% and Vif-A3F inh 0%.
`Cc1cccc(CCNC(=O)C2CCN(c3ncnc4c3nc3n4CCCCC3)CC2)c1` gave Vif-APOBEC3G blk 2%, ALOX12 inh -10%, D2 ag -1.3, Glioma ERSR ind -2%, ERG-DNA inh 3%, LDHA inh 0, RGS4 inh -2% and Vif-A3F inh 1%.
COCCn1c(SCC(=O)Nc2ncc(Cl)c(C)c2Cl)nc2ccccc21 was read as Vif-APOBEC3G blk -12%, ALOX12 inh -12%, D2 antag 9, D2 ag 0.9, Glioma ERSR ind -4%, ERG-DNA inh 6%, LDHA inh -1, RGS4 inh -6% and Vif-A3F inh -5%.
COc1ccc(-c2nc3ccccc3o2)cc1NC(=O)c1ccc(-c2cccc(Cl)c2C)o1 was read as Vif-APOBEC3G blk 4%, ALOX12 inh inconclusive, D2 ag 0.3, Glioma ERSR ind -3%, ERG-DNA inh 5%, LDHA inh 0, RGS4 inh -13% and Vif-A3F inh -2%.
Screening CC(Sc1nnnn1-c1ccccc1)C(=O)Nc1ccccc1-c1ccccc1 (stereo not drawn) returned Vif-APOBEC3G blk -5%, ALOX12 inh -24%, D2 antag 22, D2 ag -0.5, Glioma ERSR ind -3%, ERG-DNA inh -4%, LDHA inh -4, RGS4 inh 0% and Vif-A3F inh -6%.
O=C(O)CCSc1ccccn1 was read as Vif-APOBEC3G blk 0%, ALOX12 inh -11%, D2 antag -4, D2 ag 0.7, Glioma ERSR ind -5%, ERG-DNA inh 8%, LDHA inh -13, RGS4 inh inconclusive and Vif-A3F inh 13%.
`COc1ccc(OCCNc2cc(N3CCOCC3)ccc2[N+](=O)[O-])cc1` gave Vif-APOBEC3G blk -1%, ALOX12 inh 0%, D2 antag 16, D2 ag 0.0, Glioma ERSR ind -3%, ERG-DNA inh 3%, LDHA inh 3, RGS4 inh 8% and Vif-A3F inh 1%.
